Screening results deposited in PubChem BioAssay by several laboratories.
IDE inh: human IDE inhibitors in live cells, primary screen, fluorescence polarization, HEK cells, FAbetaB substrate. Insulin-degrading enzyme (Homo sapiens), P14735. FAbetaB cleavage. inhibition, % at 5.59 µM. hit rate 0.41% among 320,000;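 active = percent inhibition above the average of all tested compounds plus 3 SD, set per screening campaign, cut at about 16% in these data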;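 also: IDE supplied by intact live HEK cells; FP after avidin binding of uncleaved biotin substrate so inhibition keeps polarization high; 0% = DMSO wells and 100% = 60 µM reference IDE inhibitor Ii1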
VIM-2 inh: VIM-2 metallo-beta-lactamase inhibitors, primary screen, biochemical, epi-absorbance readout, Pseudomonas aeruginosa enzyme. inhibition, % at 5.6 µM. purified VIM-2, nitrocefin hydrolysis, epi-absorbance fluorescence. AID 1527, 2009. hit rate 0.89% among 290,000;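 active = inhibition above the mean of all tested compounds plus 3 SD, cutoff set per screening run, cut at about 7.5% in these data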;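 also: red hydrolysis product quenches plate fluorescence so inhibitors raise well fluorescence; 0% = enzyme with DMSO and 100% = DMSO without enzyme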
GPR7 antag: GPR7 receptor antagonists, primary screen, cell-based, fluorescence, single concentration; Neuropeptides B/W receptor type 1 (Homo sapiens), P48145; GPR7-expressing cells, fluorescence antagonist assay; inhibition, % at 4.4 µM; hit rate 1.1% among 290,000; AID 1861, 2009; in the data active = inhibition above about 16%, passing the limit was not always enough;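 also: cells stimulated with the agonist NPW; 0% = agonist with vehicle and 100% = vehicle without agonist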
Target sequence (P48145 whole entry, looked up): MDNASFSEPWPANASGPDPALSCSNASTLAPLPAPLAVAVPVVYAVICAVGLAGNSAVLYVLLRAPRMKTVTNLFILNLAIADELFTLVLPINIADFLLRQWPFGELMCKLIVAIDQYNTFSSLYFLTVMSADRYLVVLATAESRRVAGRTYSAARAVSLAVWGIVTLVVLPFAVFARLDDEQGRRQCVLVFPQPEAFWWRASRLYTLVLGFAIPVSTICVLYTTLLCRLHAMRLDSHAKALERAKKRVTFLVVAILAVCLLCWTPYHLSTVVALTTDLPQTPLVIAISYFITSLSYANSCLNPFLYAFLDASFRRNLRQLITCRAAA
NALP1 yeast inh: NALP1 inflammasome inhibitors in reconstituted yeast, colorimetric, S. cerevisiae, triplicate retest; inhibition, % at 10 µM; hit rate 0.61% among 280,000; S. cerevisiae NALP1/ASC/caspase-1 growth, X-gal OD620, 72 h; in the data active = inhibition mostly above about 24%, no sharp cut-off; inactive = mostly below about 32%; also: some compounds called inactive have numbers as strong as hits
PHOSPHO1 block: PubChem AID 1565; recombinant PHOSPHO1, absorbance phosphatase assay; inhibition, % at 13.3 µM; Phosphoethanolamine/phosphocholine phosphatase (Homo sapiens), Q8TCT1; hit rate 1.1% among 290,000; in the data active = inhibition above about 60%
Target sequence (Q8TCT1 whole entry, looked up): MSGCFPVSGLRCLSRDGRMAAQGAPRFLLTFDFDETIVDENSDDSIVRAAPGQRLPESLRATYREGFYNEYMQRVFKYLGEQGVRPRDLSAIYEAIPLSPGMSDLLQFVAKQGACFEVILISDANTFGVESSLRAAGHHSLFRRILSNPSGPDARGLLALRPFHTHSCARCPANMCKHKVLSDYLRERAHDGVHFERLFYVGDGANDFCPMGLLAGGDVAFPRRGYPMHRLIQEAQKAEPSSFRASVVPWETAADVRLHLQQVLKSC
IDE cell activ: human IDE activators in live cells, primary screen, fluorescence polarization, HEK cells, FAbeta-B substrate; Insulin-degrading enzyme (Homo sapiens), P14735; FAbeta-B cleavage; 0% vehicle, 100% cell-free pure enzyme wells; activation, % at 5.96 µM; hit rate 0.073% among 340,000; AID 493087, 2011;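 active = activation above the mean of all tested compounds plus 3 SD, set per screening campaign, cut at about 17% in these data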
pCIP destab: p/CIP-EGFP fusion destabilizers, primary screen, fluorescence, F442A cells; Q05BA5; 16 h; decrease of EGFP signal, % at 10 µM; hit rate 0.01% among 290,000; AID 1984, 2009;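 active = EGFP signal decrease of at least 30% at 10 µM or well 3 SD below plate mean, unless failing retest; inactive = the rest, including hits failing retest or dose response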; also: some compounds called inactive have numbers as strong as hits; many of its hits are not listed in these tables
M18AAP inhibitor: PfM18AAP inhibitors, malaria aminopeptidase, primary screen, biochemical, QFRET, recombinant enzyme. M18 aspartyl aminopeptidase (Plasmodium falciparum 3D7). H-Glu-NHMec fluorogenic cleavage. inhibition, % at 7.35 µM. hit rate 1.2% among 290,000. AID 1822, 2009;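 active = inhibition above the campaign mean inhibition over all tested compounds plus 3 SD, cut at about 28% in these data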;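 also: 0% = plate median of test compound wells and 100% = 2 mM ZnCl2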
IMP-1 inh: IMP-1 metallo-beta-lactamase inhibitors, primary screen, biochemical, epi-absorbance readout, Pseudomonas aeruginosa enzyme | metallo-beta-lactamase IMP-1 (Pseudomonas aeruginosa) | inhibition, % at 5.6 µM | hit rate 0.45% among 290,000 | AID 1556, 2009 | purified IMP-1, nitrocefin hydrolysis, epi-absorbance fluorescence;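 active = inhibition above the mean plus 3 SD of all compounds in the same screening run, cut at about 4.5% in these data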;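 also: 0% = IMP-1 with DMSO and 100% = DMSO wells lacking enzyme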
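Assay system: purified recombinant IMP-1 beta-lactamase. Input: IMP-1 0.2 nM before substrate addition. Buffer or medium: Zinc- and detergent-supplemented HEPES buffer, pH 7.1. Schedule: 25 °C, 15 min preincubation, 25 min reaction. Signal: Epi-absorbance fluorescence, 480 nm excitation, 530 nm emission. Evaluation: percent inhibition from optical density relative to buffer-blank wells.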
The depositor's hits bear a star.

How did Cc1ncoc1C(=O)N1CCCC(C(=O)c2cccc(C(F)(F)F)c2)C1 (stereo unspecified) do in these assays?
IDE inh: 6; VIM-2 inh: -2.3; GPR7 antag: 2; NALP1 yeast inh: -5; PHOSPHO1 block: 41; IDE cell activ: 6; pCIP destab: -13; M18AAP inhibitor: 1; IMP-1 inh: -2.8

What do the screens show for `Cc1cc(NCCOCCO)n2ncc(-c3ccc(Cl)cc3)c2n1`?
IDE inh: 0; VIM-2 inh: -1.0; GPR7 antag: 3; NALP1 yeast inh: 21; PHOSPHO1 block: -14; IDE cell activ: 0; pCIP destab: 0; M18AAP inhibitor: 5; IMP-1 inh: -1.6

What do the screens show for `CC(=O)Nc1ccc(S(=O)(=O)N2CCC(C(=O)NCCC(=O)Nc3nccs3)CC2)cc1`?
IDE inh: 0; VIM-2 inh: -2.4; GPR7 antag: 0; NALP1 yeast inh: -2; PHOSPHO1 block: -9; IDE cell activ: 7; pCIP destab: 4; M18AAP inhibitor: 4; IMP-1 inh: -2.4

Results for COC(=O)c1nc(N)sc1-c1ccccc1 ?
IDE inh: -13; VIM-2 inh: -2.3; GPR7 antag: -8; NALP1 yeast inh: -5; PHOSPHO1 block: -4; IDE cell activ: -2; pCIP destab: -6; M18AAP inhibitor: 0; IMP-1 inh: -2.8

How did CCN(CCCNC(=O)Cn1ncc2c([nH]c3ccc(C)cc32)c1=O)c1cccc(C)c1 do in these assays?
IDE inh: 0; VIM-2 inh: -2.9; GPR7 antag: -2; NALP1 yeast inh: 12; PHOSPHO1 block: 12; IDE cell activ: 8; pCIP destab: 0; M18AAP inhibitor: 4; IMP-1 inh: 0.0

What do the screens show for `CCOC(=O)N1CCC(N2CCCC(CO)(Cc3ccccc3C)C2)CC1` (stereo unspecified)?
IDE inh: -1; VIM-2 inh: -0.3; GPR7 antag: 5; NALP1 yeast inh: 10; PHOSPHO1 block: 48; IDE cell activ: -6; pCIP destab: -18; M18AAP inhibitor: -14; IMP-1 inh: -1.4

Results for CCOc1cc(CO)cc(Br)c1OCC(N)=O ?
IDE inh: -1; VIM-2 inh: -2.6; GPR7 antag: -8; NALP1 yeast inh: 8; PHOSPHO1 block: 35; IDE cell activ: 2; pCIP destab: -5; M18AAP inhibitor: -7; IMP-1 inh: -2.7

How did Cc1ccc(NS(=O)(=O)c2ccc(-c3ccc(=O)[nH]n3)o2)c(C)c1 do in these assays?
IDE inh: 4; VIM-2 inh: -3.9; GPR7 antag: 0; NALP1 yeast inh: 7; PHOSPHO1 block: 50; IDE cell activ: 0; pCIP destab: 3; M18AAP inhibitor: 5; IMP-1 inh: -2.0

What do the screens show for `CC1(C)N=C(SCC(=O)Nc2ccccc2)C(c2ccc(Cl)cc2)=N1`?
IDE inh: -5; VIM-2 inh: -3.5; GPR7 antag: -1; NALP1 yeast inh: 12; PHOSPHO1 block: 33; IDE cell activ: 8; pCIP destab: 0; M18AAP inhibitor: 5; IMP-1 inh: -0.2

Results for O=C(CN1CCCCC1)Nc1ccccc1NC(=O)CN1CCCCC1 ?
IDE inh: 1; VIM-2 inh: -5.4; GPR7 antag: -17; PHOSPHO1 block: 0; IDE cell activ: 4; pCIP destab: -16; M18AAP inhibitor: 6; IMP-1 inh: -4.1

Results for CC(C)CC(=O)N1CCN(S(=O)(=O)c2ccc(F)cc2)CC1 ?
IDE inh: -3; VIM-2 inh: -1.8; GPR7 antag: -4; NALP1 yeast inh: 20; PHOSPHO1 block: 7; IDE cell activ: -5; pCIP destab: -12; M18AAP inhibitor: 3; IMP-1 inh: -1.7

Results for COCCNC(=O)CN(C(=O)Cn1nnc2ccccc21)c1ccccc1 ?
IDE inh: 5; VIM-2 inh: -1.0; GPR7 antag: -3; NALP1 yeast inh: 19; PHOSPHO1 block: -9; IDE cell activ: 9; pCIP destab: -18; M18AAP inhibitor: -1; IMP-1 inh: -1.8

How did CCCCOc1ccc(C2(C)NC(=O)N(C)C2=O)cc1 (stereo unspecified) do in these assays?
IDE inh: 3; VIM-2 inh: -3.7; GPR7 antag: -4; NALP1 yeast inh: 8; PHOSPHO1 block: 29; IDE cell activ: 5; pCIP destab: -2; M18AAP inhibitor: -1; IMP-1 inh: -1.4

What do the screens show for `Cc1cc(/C=C(\C#N)C(=O)NC2CCCCCC2)c(C)n1C`?
IDE inh: -1; VIM-2 inh: -4.5; GPR7 antag: 1; NALP1 yeast inh: 18; PHOSPHO1 block: 5; IDE cell activ: 2; pCIP destab: 0; M18AAP inhibitor: -2; IMP-1 inh: -1.7

What do the screens show for `C=CCN(CC=C)CCCOc1ccc(C)cc1OC`?
IDE inh: 6; VIM-2 inh: -0.8; GPR7 antag: 5; NALP1 yeast inh: 9; PHOSPHO1 block: 30; IDE cell activ: 8; pCIP destab: -5; M18AAP inhibitor: -5; IMP-1 inh: -0.1

How did CCOC(=O)c1sc(NC(=O)c2cc(-c3ccccc3C)nc3ccccc23)c(C#N)c1C do in these assays?
IDE inh: 0; VIM-2 inh: -0.4; GPR7 antag: 11; NALP1 yeast inh: 20; PHOSPHO1 block: 65*; IDE cell activ: -1; pCIP destab: 6; M18AAP inhibitor: 0; IMP-1 inh: -0.6

What do the screens show for `O=C(Nc1nn[nH]n1)c1cccc(Oc2ccccc2)c1`?
IDE inh: 2; VIM-2 inh: 1.3; GPR7 antag: 8; NALP1 yeast inh: 16; PHOSPHO1 block: 53; IDE cell activ: -6; pCIP destab: -1; M18AAP inhibitor: 6; IMP-1 inh: -1.1

Results for CCOC(=O)C1CCN(C(=O)CCCCn2c(=O)[nH]c3ccccc3c2=O)CC1 ?
IDE inh: -2; VIM-2 inh: -2.8; GPR7 antag: -19; NALP1 yeast inh: -2; PHOSPHO1 block: 0; IDE cell activ: -5; pCIP destab: 4; M18AAP inhibitor: -5; IMP-1 inh: -2.1

How did COc1ccccc1OCC(=O)N1CCN(c2ccccc2OC)CC1 do in these assays?
IDE inh: 1; NALP1 yeast inh: -1; PHOSPHO1 block: -46; IDE cell activ: 0; pCIP destab: 18

How did Cc1c(NC(=O)c2ccc(Cl)c(S(=O)(=O)N3CCCCC3)c2)c(=O)n(-c2ccccc2)n1C do in these assays?
IDE inh: 3; VIM-2 inh: -1.9; GPR7 antag: -9; NALP1 yeast inh: -3; PHOSPHO1 block: 21; IDE cell activ: -1; pCIP destab: 4; M18AAP inhibitor: 3; IMP-1 inh: -2.3

Results for CC(OC(=O)Cc1ccc(Cl)cc1)C(=O)NCCC1=CCCCC1 (stereo unspecified) ?
IDE inh: 3; VIM-2 inh: 1.4; GPR7 antag: 18; NALP1 yeast inh: 28; PHOSPHO1 block: -16; IDE cell activ: 1; pCIP destab: -10; M18AAP inhibitor: 3; IMP-1 inh: 0.6

Results for CCOC(=O)c1ccc(NC(=O)c2cccnc2)cc1 ?
VIM-2 inh: 0.2; GPR7 antag: 3; NALP1 yeast inh: 16; PHOSPHO1 block: -42; IDE cell activ: 1; pCIP destab: -5; M18AAP inhibitor: -4; IMP-1 inh: 0.9

How did CN(C(=O)c1cccc(C#N)c1)c1nnc(C2CCCO2)s1 (stereo unspecified) do in these assays?
IDE inh: 1; VIM-2 inh: -1.1; GPR7 antag: -11; NALP1 yeast inh: 11; PHOSPHO1 block: 6; IDE cell activ: -1; pCIP destab: -2; M18AAP inhibitor: -1; IMP-1 inh: -2.3

How did COc1ccc(-n2nc(C(C)=O)c(=O)[nH]c2=O)cc1 do in these assays?
IDE inh: 4; VIM-2 inh: 1.0; GPR7 antag: 2; NALP1 yeast inh: 27; PHOSPHO1 block: 48; IDE cell activ: 7; pCIP destab: -16; M18AAP inhibitor: -8; IMP-1 inh: -4.5

Results for O=C(CSc1ncccn1)NCc1ccc(F)cc1 ?
IDE inh: -1; VIM-2 inh: -0.8; GPR7 antag: 4; NALP1 yeast inh: 13; PHOSPHO1 block: -4; IDE cell activ: -2; pCIP destab: -6; M18AAP inhibitor: -10; IMP-1 inh: -1.5

What do the screens show for `Cc1[nH]c2ccccc2c1C(=O)C(=O)NCc1ccco1`?
IDE inh: -7; VIM-2 inh: 1.3; GPR7 antag: -8; NALP1 yeast inh: 10; PHOSPHO1 block: 41; IDE cell activ: 4; pCIP destab: 8; M18AAP inhibitor: -2; IMP-1 inh: -0.2

What do the screens show for `O=C(Nc1nnc(-c2ccco2)o1)c1ccc([N+](=O)[O-])s1`?
IDE inh: 3; VIM-2 inh: -4.2; GPR7 antag: -14; NALP1 yeast inh: 4; PHOSPHO1 block: 34; IDE cell activ: 4; pCIP destab: -3; M18AAP inhibitor: 7; IMP-1 inh: -3.0

What do the screens show for `O=C(CN1C(=O)c2ccccc2C1=O)N1CCN(S(=O)(=O)c2ccccc2)CC1`?
IDE inh: -3; VIM-2 inh: 0.8; GPR7 antag: -10; NALP1 yeast inh: 10; PHOSPHO1 block: 33; IDE cell activ: 5; pCIP destab: 3; M18AAP inhibitor: 3; IMP-1 inh: -1.3

Results for Cn1ncc2c(Nc3ccc(-c4ccccc4)cc3)ncnc21 ?
IDE inh: 1; VIM-2 inh: -0.9; GPR7 antag: -3; NALP1 yeast inh: 19; PHOSPHO1 block: -7; IDE cell activ: -1; pCIP destab: -6; M18AAP inhibitor: 2; IMP-1 inh: -2.4

What do the screens show for `CCc1ccccc1OCCCCCNCCO`?
IDE inh: 2; VIM-2 inh: -2.4; GPR7 antag: -4; PHOSPHO1 block: 47; IDE cell activ: 1; pCIP destab: -1; M18AAP inhibitor: 0; IMP-1 inh: -5.8

Results for COc1ccc(C(=O)NCCc2nnc(SCC(=O)Nc3ccc(Br)cc3)n2C)cc1 ?
IDE inh: 2; VIM-2 inh: -3.0; GPR7 antag: 1; NALP1 yeast inh: 4; PHOSPHO1 block: -9; IDE cell activ: -3; pCIP destab: -15; M18AAP inhibitor: -2; IMP-1 inh: -3.0

What do the screens show for `Cc1c(C(=O)N2CCN(c3ccc(F)cc3)CC2)oc2c1C(=O)CCC2`?
IDE inh: 2; VIM-2 inh: -0.6; GPR7 antag: 23; NALP1 yeast inh: 9; PHOSPHO1 block: 14; IDE cell activ: -3; pCIP destab: 2; M18AAP inhibitor: -1; IMP-1 inh: -3.5

How did O=S(=O)(NCCc1cn2ccccc2n1)c1ccc2c(c1)CCCC2 do in these assays?
IDE inh: 2; VIM-2 inh: -2.5; GPR7 antag: -11; NALP1 yeast inh: 24; PHOSPHO1 block: 1; IDE cell activ: 4; pCIP destab: 0; M18AAP inhibitor: 2; IMP-1 inh: -3.8

The order is random; any-hit rate near 5.3%.
